# Screening data (PubChem)
# SKN-1 inh: inhibitors of C. elegans SKN-1 | C. elegans VP596 Pgst-4::GFP/RFP ratio, acrylamide-induced, 24 h | inhibition, % at 21.8 µM | 360,000 compounds, 0.49% hits | AID 624304;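 active means interference check ratio from 0.5 to 1.5 plus GFP to RFP signal ratio inhibition reaching or exceeding a fixed threshold, cut at about 30% in these data, passing the limit was not always enough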; further: some compounds called inactive have numbers as strong as hits
# CendR NRP1 mod: alters CendR peptide binding to human NRP-1; AID 602438; 360,000 compounds, 0.85% hits; FAM-RPARPAR peptide binding to NRP-1, fluorescence polarization; inhibition, % at 25 µM;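 active means inhibition or corrected inhibition above about 18%, plus a signal ratio from 0.5 to 1.5, limit read from the data, passing the limit was not always enough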; further: strong numbers were not always called active
# Target sequence (O14786 whole entry, looked up): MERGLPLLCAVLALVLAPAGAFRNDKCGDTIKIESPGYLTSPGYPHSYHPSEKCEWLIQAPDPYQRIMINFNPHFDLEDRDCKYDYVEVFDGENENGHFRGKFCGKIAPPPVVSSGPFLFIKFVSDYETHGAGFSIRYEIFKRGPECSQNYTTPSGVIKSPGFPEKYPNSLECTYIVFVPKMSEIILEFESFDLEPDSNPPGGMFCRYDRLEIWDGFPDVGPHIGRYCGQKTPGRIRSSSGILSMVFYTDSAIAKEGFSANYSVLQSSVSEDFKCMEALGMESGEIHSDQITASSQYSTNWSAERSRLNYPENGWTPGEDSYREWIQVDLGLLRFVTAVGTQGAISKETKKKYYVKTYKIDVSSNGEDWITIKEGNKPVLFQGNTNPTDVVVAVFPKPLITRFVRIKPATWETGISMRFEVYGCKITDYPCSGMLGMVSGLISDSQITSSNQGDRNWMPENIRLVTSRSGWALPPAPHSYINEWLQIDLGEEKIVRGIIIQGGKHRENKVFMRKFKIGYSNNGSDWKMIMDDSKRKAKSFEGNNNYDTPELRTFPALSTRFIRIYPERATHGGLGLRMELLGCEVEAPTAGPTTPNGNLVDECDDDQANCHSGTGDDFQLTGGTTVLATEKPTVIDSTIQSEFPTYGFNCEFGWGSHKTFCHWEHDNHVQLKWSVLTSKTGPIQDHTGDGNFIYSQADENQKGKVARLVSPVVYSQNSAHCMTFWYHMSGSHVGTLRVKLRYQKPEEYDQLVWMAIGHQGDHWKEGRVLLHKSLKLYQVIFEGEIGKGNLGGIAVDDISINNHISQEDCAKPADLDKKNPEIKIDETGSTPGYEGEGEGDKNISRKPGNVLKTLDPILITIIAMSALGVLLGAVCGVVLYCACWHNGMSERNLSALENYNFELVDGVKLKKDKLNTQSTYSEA
# NadD inh: NadD (S. aureus) enzyme inhibition. 360,000 compounds, 0.78% hits. purified NadD enzyme, colorimetric absorbance read-out. inhibition, % at 20 µM; in the data active means inhibition above about 26%; further: some compounds past the cut are filed as inactive
# Scp-1 inhibitor: inhibitors of human Scp-1 phosphatase; Q9GZU7; Recombinant Scp1, phosphopeptide, malachite green phosphate absorbance; inhibition, % at 20 µM; 340,000 compounds, 0.88% hits;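 active means inhibition above about 50% at 20 µM, limit read from the data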;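 further: plate controls were DMSO wells with enzyme for no effect and wells lacking enzyme for full effect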
#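 assay system = SCP-1 phosphatase catalytic domain, residues 76-261 | buffer or medium = 50 mM Tris acetate pH 5.5, 0.005% Tween-20, 10 mM MgCl2 | incubation = enzyme reaction 45 min at room temperature, colour 5 min, stabilisation 30 min | signal = Phosphate-binding colour reagent, absorbance read at 630 nm | measure = % inhibition at 20 µM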
# LMPTP block: blocks human LMPTP phosphatase | AID 651560 | 360,000 compounds, 0.22% hits | P24666 | recombinant LMPTP-A, OMFP fluorogenic substrate, fluorescence intensity | inhibition, % at 20 µM;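 active means compounds that cut the enzyme signal by at least half of the control window in the single-dose screen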;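 further: plate controls were DMSO wells with enzyme plus substrate for no effect and substrate without enzyme for full effect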
#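 Test system: LMPTP-A phosphatase enzyme. Amount: LMPTP-A at 0.625 nM final in the reaction. Reagent: OMFP substrate, 400 µM final. Times: 50 min at room temperature. Signal: endpoint fluorescence intensity from OMFP dephosphorylation. Read-out basis: % inhibition. Benchmarks: no-enzyme and uninhibited controls.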
# SUMO1-SIM PPI: modulators of human SUMO1-mediated protein-protein interactions | P63165 | AID 602429 | inhibition, % at 20 µM | 360,000 compounds, 0.33% hits | SUMO1 binding to a labelled peptide, TR-FRET, 1 h; in the data active means inhibition above about 37%
# Target sequence (P63165 whole entry, looked up): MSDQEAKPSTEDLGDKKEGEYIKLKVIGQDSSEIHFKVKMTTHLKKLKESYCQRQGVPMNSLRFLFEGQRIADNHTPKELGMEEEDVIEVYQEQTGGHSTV
# MT1-MMP act inh: inhibitors of human MT1-MMP activation; P50281; HT1080 RFP-PRO-GFP cells, GFP/RFP ratio fluorescence, overnight; percent of plate control window, DMSO zero; GFP/RFP ratio change, % at 20 µM; 360,000 compounds, 0.061% hits;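 active means GFP/RFP ratio change of at least 30% with cell ATP level not reduced by more than half and red fluorescence within 50% of control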; further: strong numbers were not always called active
#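 system = RFP-PRO-GFP reporter HT1080 cells | dosing = 20 µM single dose, 1% DMSO | timing = overnight cell settling, then overnight compound exposure, 37 °C, 5% CO2 | read-out basis = GFP/RFP fluorescence ratio | controls = DMSO and RFP-L50D-GFP cell wells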
# STEP block: STEP (human) phosphatase inhibition | 360,000 compounds, 0.25% hits | AID 588621 | inhibition, % at 20 µM | recombinant STEP, OMFP fluorogenic substrate, fluorescence | P54829;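 active means inhibition at 20 µM, scaled per plate between control wells, above about 37%, limit read from the data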;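 further: 0% = DMSO with enzyme and substrate and 100% = substrate only without enzyme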
#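 Material: STEP (striatal-enriched tyrosine phosphatase) enzyme, cell-free; Compound dosing: 20 µM single dose in 1% DMSO; Technique: fluorescence read at 480 nm ex / 540 nm em; Times: reaction 20 min, ambient temperature; Medium: 50 mM Bis-Tris pH 6.0 with 2.5 mM DTT and 0.005% Tween 20; Also added: OMFP at 25 µM.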
# DNMT1 block: blocks human DNA methyltransferase DNMT1 | DNMT1 molecular beacon, Hinp1I cleavage, fluorescence | inhibition (reported as % activation of signal), % at 10 µM | 360,000 compounds, 0.83% hits | AID 588458; in the data active means inhibition above about 50%
# Rpn11 block: blocks the human proteasome subunit Rpn11; O00487; human 26S proteasome, Ub4-pepOG fluorescence polarization; 20S core pre-blocked with epoxomicin; calls only at 20 µM; 360,000 compounds, 0.59% hits; AID 588493;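 active means inhibition at 20 µM, scaled to each plate's controls, above about 33%, limit read from the data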
# Starred values were filed as active, the others as inactive; i = inactive; / = no result given. No enrichment for hits; overall some 3.9% were active at least once.
SMILES,SKN-1 inh,CendR NRP1 mod,NadD inh,Scp-1 inhibitor,LMPTP block,SUMO1-SIM PPI,MT1-MMP act inh,STEP block,DNMT1 block,Rpn11 block
Cc1nnc(NCc2cccc(Cl)c2)c2ccccc12,6,-3,-3,-3,3.9,7,-2,-2,5,i
CC(=O)NCCC(=O)Nc1nc(C)c(Cc2ccc3c(c2)OCO3)s1,4,11,-2,-6,-0.5,-2,-3,-5,-2,i
COC(=O)c1ccc(NC(=S)NCCCn2ccnc2)cc1,-5,5,-2,-7,-4.7,-3,0,0,1,i
C[C@@H](NC(=O)c1ncn(C)c1C(=O)N[C@H](C)c1ccccc1)c1ccccc1,11,-7,1,-3,1.3,-9,3,-2,0,i
Cc1ccc(S(=O)(=O)NCC(=O)OC(C(=O)c2ccccc2)c2ccccc2)cc1 (stereo not drawn),-7,-7,0,-11,0.6,3,-2,-2,-8,i
CC(C)CCC(O)(CCC(C)C)C(=O)NNc1ccccc1,4,-2,1,-2,0.5,3,2,0,-3,i
Cc1ccc(C(=O)NC2CC3CCC(C2)N3C)cc1 (stereo not drawn),0,6,-1,-8,-0.8,2,-4,0,3,i
O=C(Cc1ccc(-c2ccccc2)cc1)NC(c1ccccc1)c1ccccc1,2,-16,-2,-2,0.9,1,-9,0,4,i
Cc1cc(C)c(S(=O)(=O)N(CC(=O)O)C2CCCCC2)c(C)c1,22,2,1,-2,0.4,4,-2,-1,0,i
Cc1ccc(S(=O)(=O)N(C)c2ccc(OC(=O)c3ccc(N4CCCC4=O)cc3)cc2)cc1,-3,-5,8,-8,1.6,5,-1,-1,9,i
O=C(Nc1ccc(S(=O)(=O)Nc2ncccn2)cc1)c1cccc(Br)c1,-8,-13,-5,-12,-6.9,7,1,0,2,i
Cc1cnnc2c1-c1nonc1CC2,6,8,-2,-4,-0.5,-3,1,-2,0,i
N#Cc1cc(-c2ccccc2)[nH]c1-c1nccc2ccccc12,25,-2,-4,2,1.7,-26,-8,0,-1,i
CC(=O)c1csc(COc2ccccc2)n1,11,2,-3,-8,0.0,5,0,0,-2,i
CCCN(C(=O)c1c(CC)noc1C)c1c(N)n(Cc2ccccc2)c(=O)[nH]c1=O,-7,-8,0,-5,-0.7,2,4,-2,-2,i
Cc1ccc(-c2cnc(C(O)c3cccc(Cl)c3)[nH]2)cc1 (stereo not drawn),-13,-4,0,/,0.1,-1,6,-2,2,i
COc1ccccc1C(C[N+](=O)[O-])c1c(N)n(C)c(=O)n(C)c1=O (stereo not drawn),14,-4,-5,-3,-0.6,3,4,3,3,i
CCCn1cnc2c(=O)oc3ccccc3c21,-14,-6,0,-5,-1.0,-1,-5,-3,-2,i
CC(=O)c1ccc(NC(=O)N2C3CCC2CC(O)(c2cccnc2)C3)cc1 (stereo not drawn),-10,5,-3,-1,-0.3,0,6,-3,-6,i
Cc1cccc(C2CN(C)CCc3c2cc(O)c(O)c3Cl)c1 (stereo not drawn),1,-2,5,-9,-7.0,2,-11,-2,12,i
CNC(=O)C[C@H]1C(=O)N(C2CCCCC2)C[C@@H]1c1ccc(Br)cc1,-10,-6,2,/,-0.8,-3,3,-3,10,i
Cc1cc(C)c2cc(C(=O)N3CCC(Cc4ccccc4)CC3)[nH]c2c1,14,5,-9,-10,4.3,3,4,2,-6,i
CCC1CCCCN1C(=O)COC(=O)COc1ccc(Br)cc1 (stereo not drawn),10,16,-6,-2,-1.1,5,5,-1,-2,i
COCCNC(=O)c1cnn2c(C(F)F)cc(-c3ccccc3)nc12,2,2,-5,1,-0.3,0,0,-2,1,i
Cc1nn(CC(=O)Nc2ccc(Cl)c(S(=O)(=O)N(C)C)c2)c(C)c1[N+](=O)[O-],1,1,-8,-5,-0.3,-3,2,4,-3,i
COc1ccccc1-c1nnc(NC(=O)OCC(C)C)s1,-16,-1,3,2,-1.7,7,-3,-3,7,i
Cc1cc(N2CCN(C)CC2)nc2ccc(NC(=O)c3ccc4c(c3)OCO4)cc12,-1,18,-5,-2,-1.2,6,-1,5,-10,i
CCOc1ccc(C(C)=O)cc1CN1C(=O)NC2(CCCCCC2)C1=O,-7,0,0,-1,0.4,-6,5,-1,11,i
O=C(NCc1ccc(F)cc1)C(=O)NCC(c1ccco1)N1CCOCC1 (stereo not drawn),3,4,-7,4,-1.8,2,0,-2,0,i
Cc1cc(S(=O)(=O)N2CCN=C2c2ccccc2)ccc1F,-17,-14,-3,-4,-0.7,1,2,-1,1,i
CCOC(=O)N1CCN(C(=O)c2ccc3nc(-c4ccccc4)c(-c4ccccc4)nc3c2)CC1,5,12,-3,-3,1.3,-16,-1,1,-2,i
O=C(CC(=O)N/N=C/c1c(F)cccc1Cl)NCCc1ccccc1,-1,-1,4,-1,-0.7,-4,0,2,-1,i
Cc1ccc(NC(=O)COC(=O)CN2C(=O)C3CCCCC3C2=O)cc1S(=O)(=O)N1CCOCC1 (stereo not drawn),4,1,2,0,-0.9,-2,-5,-3,10,i
O=C(Cc1ccc(Cl)cc1)NNC(=O)C1CC=CCC1C(=O)O (stereo not drawn),-9,7,-7,/,-0.3,-1,2,-1,2,i
C/C(CC(=O)Nc1ccc(C)c(Cl)c1)=N\NC(=O)Cc1cnc(N)s1,3,11,6,-14,-0.9,2,3,1,-3,i
S=C(NCC(c1ccco1)N1CCCC1)Nc1ccccc1 (stereo not drawn),4,5,-3,1,-1.5,2,0,4,-2,i

# Five of the entries above in order of their number in STEP block, ascending.
SMILES,SKN-1 inh,CendR NRP1 mod,NadD inh,Scp-1 inhibitor,LMPTP block,SUMO1-SIM PPI,MT1-MMP act inh,STEP block,DNMT1 block,Rpn11 block
Cc1ccc(NC(=O)COC(=O)CN2C(=O)C3CCCCC3C2=O)cc1S(=O)(=O)N1CCOCC1 (stereo not drawn),4,1,2,0,-0.9,-2,-5,-3,10,i
O=C(NCc1ccc(F)cc1)C(=O)NCC(c1ccco1)N1CCOCC1 (stereo not drawn),3,4,-7,4,-1.8,2,0,-2,0,i
CCOc1ccc(C(C)=O)cc1CN1C(=O)NC2(CCCCCC2)C1=O,-7,0,0,-1,0.4,-6,5,-1,11,i
CCOC(=O)N1CCN(C(=O)c2ccc3nc(-c4ccccc4)c(-c4ccccc4)nc3c2)CC1,5,12,-3,-3,1.3,-16,-1,1,-2,i
S=C(NCC(c1ccco1)N1CCCC1)Nc1ccccc1 (stereo not drawn),4,5,-3,1,-1.5,2,0,4,-2,i

# The list goes on:
SMILES,SKN-1 inh,CendR NRP1 mod,NadD inh,Scp-1 inhibitor,LMPTP block,SUMO1-SIM PPI,MT1-MMP act inh,STEP block,DNMT1 block,Rpn11 block
O=C(NC1CCN(Cc2ccccc2)CC1)c1cc(S(=O)(=O)N2CCOCC2)ccc1Cl,11,-6,0,-5,1.4,0,2,-3,1,i
COCCNC(=O)[C@@]1(Cc2ccccc2)C=C[C@@H](C)N1C(C)=O,7,20,-3,1,-0.9,0,1,2,3,i
COc1ccccc1C(=O)OCC(=O)NC(C)CCc1ccccc1 (stereo not drawn),10,6,-4,-16,-1.0,5,4,0,-2,i
Cc1nc2ccccc2nc1Nc1cccc(Cl)c1,-14,-2,-8,-1,1.9,-7,2,-1,-3,i
C=CCn1c(SCC(=O)c2cccs2)nc2sc(C)cc2c1=O,2,-12,0,-13,2.7,-5,-3,3,-3,i
C=CCN1C(=O)c2ccccc2Sc2ccc(C(=O)NCC(OC)OC)cc21,5,2,-7,-7,-0.3,5,2,1,-1,i
COc1c(Cl)cc(Cl)cc1/C=N/NC(=O)c1nnn(-c2nonc2N)c1CN1CCC(C)CC1,8,8,30,1,1.3,-1,1,1,9,i
Cc1ccccc1NC(=O)Nc1cnccn1,9,-13,-4,4,0.7,2,-2,0,2,i
COc1ccc(CCNC(=O)c2cccc(Br)c2)cc1OC,0,-8,0,-1,-1.0,6,2,1,6,i
CC(C)CC(=O)[C@@H](O)Cc1ccc(O)cc1,-21,-2,-2,/,-1.6,4,7,/,/,/
COc1cccc(-c2csc(N3CCN(CC(=O)Nc4ccc5c(c4)OCO5)CC3)n2)c1,17,-3,-3,0,4.8,-5,-6,4,-16,i
O=C(C1CC(=O)N(c2ccccc2)C1)N1CCCCCC1 (stereo not drawn),-12,-13,-1,1,-1.1,5,0,1,0,i
COc1cc2c(cc1OC)CN(S(=O)(=O)c1ccc3c(c1)OCCO3)CC2,5,3,-4,-20,0.1,4,3,-1,-5,i
COc1cccc(-n2cc(CN(C)Cc3nc(Cc4cccc(F)c4)no3)cn2)c1,4,12,0,3,-0.9,-1,2,3,0,i
O=C(Cc1ccsc1)NCC(=O)Nc1ccc(F)c(F)c1,-1,7,3,-8,-0.3,0,-1,0,1,i
CCN(CC)S(=O)(=O)c1ccc(C(O)=C(C#N)c2nc3ccccc3n2C)cc1,15,0,0,-18,0.0,0,6,1,0,i
FC(F)(F)c1nnc2ccc(N3CCCCC3)nn12,18,6,-2,4,-0.8,3,4,-1,2,i
CSc1ccccc1-n1nnnc1SCC(=O)Nc1ccccc1C,12,-2,-10,-13,-1.3,0,1,0,-4,i
COc1ccc(NC(=O)Nc2cccc(C)n2)cc1,8,-14,5,-4,-0.8,5,-5,0,-4,i
COc1ccc(-n2c(SCC(N)=O)nnc2-c2ccccc2F)cc1,3,2,-6,-5,-0.7,-1,1,2,-1,i
Cc1ccc(N(CC(O)CN2CCCC2)S(=O)(=O)c2ccc(C)cc2)cc1 (stereo not drawn),13,-7,-6,0,4.2,3,-1,1,-1,i
O=C(Cn1cnc2ccccc2c1=O)NCc1cccs1,6,-4,-2,-5,-2.0,2,2,1,-1,i
Cc1cc(C)c(OC2(c3ccccc3)OC(=O)c3ccccc32)c(C)c1 (stereo not drawn),1,-3,-4,-11,2.2,0,-13,2,0,i
Oc1ccc(Br)cc1/C=N/n1c(-c2ccccc2)n[nH]c1=S,4,-10,7,2,-1.7,6,5,-1,82*,i
CCCc1nc(C)cc(N2CCN(c3ccccc3)CC2)n1,12,4,-7,-5,0.4,-6,4,-1,2,i
O=[N+]([O-])c1cccc(-c2nnc(-c3ccc4c(c3)OCO4)o2)c1,1,13,1,-5,7.4,-12,5,9,1,i
CCN(CC(=O)Nc1c(F)cccc1F)C(=O)c1ccc(-c2ccccc2)cc1,-1,4,-3,-1,0.0,-2,-3,5,3,i
Cc1ccc(N(C)S(=O)(=O)c2cccc(C(=O)OCC(=O)N(C)Cc3ccccc3)c2)cc1,15,-19,-3,/,1.9,4,5,-1,-3,i
